M4 ag: agonists of human muscarinic M4 receptor (CHRM4). P08173. CHO-K1 hM4/Gqi5, Fluo-8 calcium fluorescence; vehicle 0%, full acetylcholine response 100%. activation, % at 3 µM. 0.14% of 360,000 active. AID 624127;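 active means activation above the run mean over all test wells plus 3 SD, cut at about 32% in these data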;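 further: peak over basal fluorescence ratio per well then scaled between controls; 0% = DMSO wells and 100% = acetylcholine at EC100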
Target sequence (P08173 whole entry, looked up): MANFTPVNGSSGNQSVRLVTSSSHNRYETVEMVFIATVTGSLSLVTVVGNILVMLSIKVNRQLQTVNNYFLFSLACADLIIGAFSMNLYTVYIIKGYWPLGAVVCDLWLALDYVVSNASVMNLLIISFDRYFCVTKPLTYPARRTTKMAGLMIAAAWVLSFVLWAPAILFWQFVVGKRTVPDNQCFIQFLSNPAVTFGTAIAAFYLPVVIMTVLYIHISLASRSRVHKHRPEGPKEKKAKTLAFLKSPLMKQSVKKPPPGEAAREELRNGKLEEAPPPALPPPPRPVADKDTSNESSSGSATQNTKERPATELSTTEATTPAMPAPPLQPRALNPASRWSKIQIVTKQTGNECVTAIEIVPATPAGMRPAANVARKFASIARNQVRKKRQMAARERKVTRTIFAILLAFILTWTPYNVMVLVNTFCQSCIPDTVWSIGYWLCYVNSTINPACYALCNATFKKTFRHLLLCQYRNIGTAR
M4 PAM: potentiates acetylcholine response at human M4 receptor; CHO-K1 hM4/Gqi5, Fluo-8 calcium fluorescence, ACh EC20; 0% = ACh EC20, 100% = maximal ACh; 0.4% of 360,000 active; P08173; AID 624126; activation, % at 3 µM;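 active means activation above its plate's cutoff, the mean activation of sample wells plus 3 SD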; further: some results filed as inactive read as strong as hits
M5 antag: antagonists of human muscarinic M5 receptor (CHRM5); 0.59% of 360,000 active; P08912; CHO-hM5 cells, Fluo-8 calcium fluorescence, ACh EC80; inhibition, % at 3 µM;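 active means inhibition above a per-plate cutoff, the mean of that plate's test compounds plus 3 SD, cut at about 27% in these data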;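 further: 0% = acetylcholine EC80 with DMSO and 100% = DMSO without agonist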
Target sequence (P08912 whole entry, looked up): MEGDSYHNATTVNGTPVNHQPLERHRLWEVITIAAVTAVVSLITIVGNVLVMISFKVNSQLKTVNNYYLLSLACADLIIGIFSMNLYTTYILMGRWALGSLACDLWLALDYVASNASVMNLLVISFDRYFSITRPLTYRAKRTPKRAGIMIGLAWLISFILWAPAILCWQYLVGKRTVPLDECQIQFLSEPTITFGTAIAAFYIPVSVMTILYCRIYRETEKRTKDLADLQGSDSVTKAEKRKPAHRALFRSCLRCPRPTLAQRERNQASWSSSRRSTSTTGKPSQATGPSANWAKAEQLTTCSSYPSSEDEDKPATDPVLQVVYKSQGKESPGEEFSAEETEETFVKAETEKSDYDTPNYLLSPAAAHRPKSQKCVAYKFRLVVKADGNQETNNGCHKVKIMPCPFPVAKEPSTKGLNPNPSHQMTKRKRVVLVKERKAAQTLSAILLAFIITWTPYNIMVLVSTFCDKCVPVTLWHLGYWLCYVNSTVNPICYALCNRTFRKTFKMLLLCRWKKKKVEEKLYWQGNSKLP
M5 ag: agonists of human muscarinic M5 receptor (CHRM5) | CHO-K1 hM5 cells, Fluo-8 calcium fluorescence; 0% DMSO wells, 100% maximal acetylcholine response | activation, % at 3 µM | 0.19% of 360,000 active;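 active means activation above the run's mean over test compounds plus 3 SD, cut at about 23% in these data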;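 further: signal is peak over basal fluorescence ratio across the kinetic read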
CHRM1 PAM: human CHRM1 positive allosteric modulation | 0.088% of 360,000 active | CHO-K1 hM1, Fluo-8 calcium fluorescence, ACh EC20; 0% = ACh EC20, 100% = maximal ACh | activation, % at 3 µM | AID 588819 | P11229; in the data active means activation above about 19%, passing the limit was not always enough
CRFBP-R2 block: antagonists of CRF-binding protein/CRF-R2 receptor complex; 0.59% of 350,000 active; HEK293 CRF-R2/CRF-BP, CRF-induced calcium fluorescence; inhibition, % at 11.8 µM; AID 588475;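 active means inhibition of the ligand-induced calcium signal above about 50% at the single tested concentration, limit read from the data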
CHRM4 antagonist: CHRM4 antagonism in calcium assay | P08173 | CHO-hM4 cells, ACh EC80, Fluo-8 calcium fluorescence | inhibition, % at 3 µM | 0.73% of 360,000 active | AID 624125;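 active means inhibition above its plate's cutoff, the mean inhibition of sample wells plus 3 SD, cut at about 27% in these data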;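 further: 0% = acetylcholine EC80 with DMSO and 100% = DMSO without agonist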
CRFR2-BP ag: CRF-BP/CRF-R2 complex agonism; AID 588473; 0.46% of 350,000 active; HEK293 CRF-R2/CRF-BP, calcium dye fluorescence (FLIPR); percent of saturating CRF peptide response; activation, % at 13.2 µM;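 active means activation of at least 50%, plus an integration ratio under a set limit after plate pattern correction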;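 further: plate controls were neutral control wells without compound for no effect and CRF at EC100 for full effect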
M5 PAM: potentiates acetylcholine response at human M5 receptor | 0.3% of 360,000 active | P08912 | AID 624038 | CHO-K1 hM5, Fluo-8 calcium, ACh EC20 PAM; 0% = ACh EC20, 100% = ACh EC100 | activation, % at 3 µM;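 active means activation above the run cutoff, the mean activation of all test compounds plus 3 SD, cut at about 18% in these data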
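system = human M5 receptor in CHO-K1 cells | reagent = EC20 acetylcholine as agonist stimulus | compound dosing = single-point, 3 µM nominal | incubation = Fluo-8 loading 80 min at 37 °C plus 30 min room temperature | detection = Fluo-8 calcium dye fluorescence, kinetic read | benchmarks = low control EC20 acetylcholine (0%), high control EC100 acetylcholine (100%)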
An asterisk follows results filed as active; nt = not tested or not shown.

Sample of the layout (two entries):
M4 ag	M4 PAM	M5 antag	M5 ag	CHRM1 PAM	CRFBP-R2 block	CHRM4 antagonist	CRFR2-BP ag	M5 PAM	structure
11	6	8	6	6	-22	13	24	-8	C[C@H]1CN([C@@H](C)CO)C(=O)c2cccc(NC(=O)Nc3ccc(C(F)(F)F)cc3)c2O[C@@H]1CN(C)C(=O)Nc1ccc(F)cc1
0	-1	-8	0	11	-13	0	1.3	7	CC(=O)/C(=N/Nc1cccc(C)c1)N1CCOCC1

Results, from the first entry:
M4 ag	M4 PAM	M5 antag	M5 ag	CHRM1 PAM	CRFBP-R2 block	CHRM4 antagonist	CRFR2-BP ag	M5 PAM	structure
11	6	8	6	6	-22	13	24	-8	C[C@H]1CN([C@@H](C)CO)C(=O)c2cccc(NC(=O)Nc3ccc(C(F)(F)F)cc3)c2O[C@@H]1CN(C)C(=O)Nc1ccc(F)cc1
0	-1	-8	0	11	-13	0	1.3	7	CC(=O)/C(=N/Nc1cccc(C)c1)N1CCOCC1
2	-2	3	-4	1	-3	5	3.8	-1	O=C(Nn1cc(C(=O)N2CCN(c3ccccc3F)CC2)c2ccccc2c1=O)c1cnccn1
-1	-14	15	-11	-12	-7	7	-3.8	-10	COc1ccc(/C=N/NC(=O)C2C(C=C(Cl)Cl)C2(C)C)c(OC)c1 (stereo unspecified)
1	-7	12	0	1	4	8	-0.5	0	CSc1ccccc1OCc1cc(C(=O)N2CCNC(=O)C2)no1
1	13	-16	-1	7	15	-17	-2.4	12	CC(OC(=O)Cn1cnc2c1c(=O)n(C)c(=O)n2C)C(=O)NCc1ccccc1 (stereo unspecified)
3	0	5	-4	5	-1	5	-0.3	-3	COC(=O)c1ccc(CSC2=NCCS2)cc1
1	3	0	-3	-1	0	6	-3.1	1	CCCCc1ccc(NC(=O)c2ccc(NS(C)(=O)=O)cc2)cc1
3	-2	5	-3	-4	8	21	-2.0	-3	O=C(CSc1nc2ccccc2c(=O)n1NC(=O)Cc1ccccc1)NCc1ccccc1
0	1	-6	-3	9	-26	1	-2.4	3	Cc1ccc(NC(=O)c2ccc(COc3ccc4c(c3)CCC4)cc2)c(C)c1
22	-14	7	2	-5	-9	1	0.3	-13	Cc1cc(NC(=O)Nc2cccc(Cl)c2)n(-c2ccccn2)n1
9	-12	16	-3	-9	-6	-6	-1.4	-11	O=C(Nc1ccccc1)N1CCCC(c2nc(-c3cccs3)no2)C1 (stereo unspecified)
9	-4	3	-2	7	19	-10	0.1	-6	Cc1cccc(NC(=O)CSc2nnc(CN3CCOCC3)n2C)c1C
0	-4	-7	-2	-2	1	-2	-4.4	-1	COc1ccc(-c2nnc3ccc(SCC(=O)Nc4nc5ccc(C)cc5s4)nn23)cc1OC
0	-1	7	-4	3	19	-3	1.0	0	Cc1ccc(CNC(=O)CN(C(=O)C2(C)CC(=O)N=C3C=CC=CN32)c2ccccc2)cc1 (stereo unspecified)
21	0	-1	-3	5	-5	-4	-0.3	0	COCCCNCCCOc1ccc(Cl)cc1C(C)(C)C
2	-4	9	3	13	-3	-2	-2.1	-1	Nc1ccc(C(=O)OCc2ccncc2)cc1[N+](=O)[O-]
1	23	-6	0	8	-1	-14	-2.1	-2	COCC(C)NCc1cccc(OC)c1OC (stereo unspecified)
0	-3	7	-1	-11	10	11	-3.4	1	CCC[C@@H](O)c1cc2cc(OC)c(OC)cc2c(=O)o1
-1	3	4	-1	7	-14	-1	-2.2	-3	OC(c1cccc(Cl)c1)c1nccc2ccccc12 (stereo unspecified)
2	1	3	2	-1	-5	-3	-0.3	-3	CC(NC(=O)CN1CCN(S(=O)(=O)c2ccc(Br)cc2)CC1)c1ccccc1 (stereo unspecified)
0	-2	10	-5	1	5	4	0.6	-1	O=C1C(=O)N(CCCN2CCOCC2)C(c2ccc(F)cc2)/C1=C(\O)c1ccc2c(c1)OCCO2 (stereo unspecified)
0	-2	4	-7	3	4	2	-1.1	0	CCCc1nnc(SCC(=O)N2CCCCC2)n1CC1CCCO1 (stereo unspecified)
0	28	-6	-3	1	29	-9	-2.3	-1	O=C(/C=C/c1ccc(F)cc1)Nc1cc(S(=O)(=O)N2CCOCC2)ccc1N1CCCC1
1	-2	4	-2	-14	-12	-2	0.1	-3	COc1cccc(N2CCN(C(C)C(=O)NC34CC5CC(CC(C5)C3)C4)CC2)c1 (stereo unspecified)
0	2	0	0	8	14	-13	-0.5	-2	Cn1c(=O)c2c(nc(NCCc3ccccc3)n2Cc2ccc(F)cc2)n(C)c1=O
0	-7	5	-3	-8	-11	4	0.3	-7	CN(Cc1cccc2ccccc12)C(=O)c1cc(COc2c(F)cccc2F)on1
23	-10	21	4	-13	3	9	-0.4	-32	COc1ccc(OCCCC(=O)OCC(=O)Nc2sccc2C(N)=O)cc1
2	-7	3	-2	0	7	13	1.9	-18	N#CC(c1ccccc1)c1ccc(C(=O)c2ccc(F)cc2)cc1 (stereo unspecified)
-1	-3	-3	3	7	12	6	0.0	10	N#Cc1c(-c2ccco2)nc(SCC(=O)Nc2cccc(Cl)c2)[nH]c1=O
2	-2	2	2	-5	nt	-4	nt	-9	O=C(c1ccccc1F)N1CCC2CC1c1cc(-c3ccc4c(c3)OCO4)ccc12 (stereo unspecified)
15	-9	31*	2	-7	-2	22	-2.1	-21	COc1ccc(OC)c(-c2cc(C(=O)N3CCN(c4ncccn4)CC3)c3ccccc3n2)c1
1	3	10	-1	-3	4	4	-4.1	-2	Cc1ccccc1C(=O)Nc1ccccc1-n1cccc1
5	-1	7	-4	5	-4	-18	-0.7	-8	Cc1cc2occ(CC(=O)N(C)CC(=O)Nc3ccccc3Cl)c2cc1C
1	9	-7	-1	0	22	-7	0.9	6	CCC(C)NC(=O)C(=O)NCc1ccncc1 (stereo unspecified)
3	2	9	-2	0	-3	-4	1.1	-6	CCCCC(=O)OCc1c(-c2ccccc2)ncc2ccccc12
0	-5	-4	2	2	18	4	-0.5	-1	COC(=O)CCC(=O)NNC(=O)CCCOc1ccc(Cl)cc1Cl
0	3	1	-1	4	-32	4	4.6	2	Cc1nc(NC(=S)NC(=O)COc2ccc(Cl)cc2)ccc1Br
3	5	5	0	1	17	6	-0.6	-5	CCOC(=O)C1CCN(C(=O)c2cccc(NC(=O)C(CC)CC)c2)CC1
2	8	10	4	0	6	-1	-1.2	-7	CC(=O)Nc1ccc(NC(=O)C(C)OC(=O)c2ccc3ccccc3n2)cc1 (stereo unspecified)
15	-31	19	-2	-19	-8	12	4.8	-19	Cc1ccc(Cl)cc1N1CCN(c2cccc[n+]2C)CC1
2	-6	4	-6	5	10	-8	-1.1	0	COC(=O)c1ccc(S(=O)(=O)N2CCCN(Cc3ccccc3)CC2)n1C
1	1	-3	0	2	0	2	0.1	4	COC(=O)[C@H](C)N(Cc1ccc(Cl)c(Cl)c1)S(=O)(=O)CCN1CCN(c2ccccc2)CC1
1	2	8	1	11	-5	9	-0.7	1	COc1ccc(/C=C/C(=O)OCC(=O)NCc2ccccc2)cc1OC
1	-5	-3	1	4	-26	2	-0.9	2	COCCN1Cc2cccc(C(=O)NCc3cccnc3)c2C1=O
4	-5	6	0	9	-7	10	3.4	-3	O=C(NC(=O)c1cccc(F)c1)OC[C@@H]1CCCN2CCCC[C@H]12
0	7	-6	-3	9	16	3	-0.6	4	Cc1nc(N)ncc1Sc1ccc(Cl)cc1
8	0	0	-2	3	9	-9	-1.8	-1	Cn1ccnc1C(OC(=O)c1ccccc1)C(F)(F)F (stereo unspecified)
2	0	14	0	14	-3	4	2.9	-3	CC1CN(Cc2ccco2)C(=S)N(c2ccccc2)C1=O (stereo unspecified)
7	1	9	17	-3	-165	6	182*	-3	CC(C)OC(=O)c1c2c(n3ccccc13)C(=O)c1ccccc1C2=O
1	20*	-5	-6	8	15	-3	-1.1	19*	CCCS(=O)(=O)N1CCN(C(=O)c2ccco2)CC1
1	3	-4	0	5	6	-6	0.3	4	CN(c1ccc(C(=O)Nc2ccccc2C(=O)N2CCOCC2)cc1)S(C)(=O)=O
3	14	-2	1	1	-14	-6	5.8	2	CC1(C)CC(=O)c2c(O)cc(OCc3ccc([N+](=O)[O-])cc3)cc2O1
1	-5	-3	-3	-8	-29	-6	-7.1	-10	CCCC(=O)N=c1sc2cccc(F)c2n1C
4	1	-8	3	9	7	-17	-0.1	22*	Cc1cccc(S(=O)Cc2ccc(C(=O)N3CCN(C(=O)c4ccco4)CC3)o2)c1 (stereo unspecified)
0	-1	4	-6	1	-5	4	2.6	2	COC(=O)c1ccccc1NC(=O)c1cnn2cccnc12
2	1	15	2	2	1	-3	2.0	-1	C=C(CC1([C@@H](NP(=O)(c2ccccc2)c2ccccc2)[C@H]2C[C@@H]2CCCC)CC1)c1ccccc1
4	0	4	0	6	4	2	-0.5	-6	CCN(CC(=O)NCc1cccs1)C(=O)c1ccc(S(=O)(=O)Nc2ccccc2OC)cc1
3	1	-3	0	10	-15	-9	0.3	-5	O=C(Cn1c(=O)oc2cc(S(=O)(=O)N3CCCC3)ccc21)N1CCc2ccccc2C1
3	-9	-12	-11	-25	-2	-3	-0.1	-7	Cc1ccccc1OCc1nnc(SCCN2CCCC2)n1-c1ccccc1

5 entries already listed, sorted by heavy-atom count, ascending.
M4 ag	M4 PAM	M5 antag	M5 ag	CHRM1 PAM	CRFBP-R2 block	CHRM4 antagonist	CRFR2-BP ag	M5 PAM	structure
1	9	-7	-1	0	22	-7	0.9	6	CCC(C)NC(=O)C(=O)NCc1ccncc1 (stereo unspecified)
3	14	-2	1	1	-14	-6	5.8	2	CC1(C)CC(=O)c2c(O)cc(OCc3ccc([N+](=O)[O-])cc3)cc2O1
1	2	8	1	11	-5	9	-0.7	1	COc1ccc(/C=C/C(=O)OCC(=O)NCc2ccccc2)cc1OC
2	-6	4	-6	5	10	-8	-1.1	0	COC(=O)c1ccc(S(=O)(=O)N2CCCN(Cc3ccccc3)CC2)n1C
2	8	10	4	0	6	-1	-1.2	-7	CC(=O)Nc1ccc(NC(=O)C(C)OC(=O)c2ccc3ccccc3n2)cc1 (stereo unspecified)

Additional structures follow:
M4 ag	M4 PAM	M5 antag	M5 ag	CHRM1 PAM	CRFBP-R2 block	CHRM4 antagonist	CRFR2-BP ag	M5 PAM	structure
2	-1	-7	-1	4	13	-6	-0.5	1	COc1ccc(-c2c(C)c3ccc(O)cc3oc2=O)cc1
2	-1	-11	-3	nt	nt	-2	nt	8	CCC(c1nc2ccccc2[nH]1)n1c(-c2cnccn2)nc2ccccc21 (stereo unspecified)
1	6	-6	-14	0	-5	-5	-1.0	-5	CCOC(=O)CC1CCCCN1Cc1cn[nH]c1-c1ccc(F)cc1F (stereo unspecified)
0	-2	-2	-1	3	8	2	-1.3	0	O=C(/C=C/c1ccco1)NC(=S)Nc1ccc(O)c(-c2nc3ccccc3s2)c1
1	5	1	1	-3	2	12	-1.4	-2	CC(=O)ON1C(C)(C)Cc2noc(N)c2C1(C)C
-1	-6	0	-7	-22	-2	4	0.2	10	CCc1cc2c3c(c(=O)oc2cc1OCC(=O)OC)CCCC3
1	6	1	1	6	3	4	2.7	6	CC(=O)Nc1ccc(NS(=O)(=O)c2c(Cl)cccc2Cl)cc1
1	3	8	2	4	1	5	1.3	-9	O=C(COc1ccccc1F)NCC(c1ccc(F)cc1)N1CCOCC1 (stereo unspecified)
4	9	-2	0	11	-6	-7	0.4	7	COc1ccc(C(=O)COC(=O)C(O)c2ccccc2)c(OC)c1 (stereo unspecified)
4	-4	0	-3	5	9	3	-1.5	-1	O=C(/C=C/c1ccc(-c2ccccc2[N+](=O)[O-])o1)c1ccco1

From PubChem
